# NR2E3 ag-1: NR2E3 agonists in two-hybrid cells, primary screen, cell-based, luminescence, CHO-S, Gal4-NCOR/VP16-NR2E3; luciferase; inhibition of corepressor binding, % at 3.98 µM; hit rate 0.35% among 360,000; AID 602229, 2012;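 active = inhibition above the mean of all tested compounds plus 3 SD, cut at about 70% in these data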;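 also: 0% = DMSO with NR2E3 transfected cells and 100% = cells lacking NR2E3 construct; higher means lower luciferase signal from less NR2E3 corepressor binding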
# Target sequence (Q9Y5X4 whole entry, looked up, the tested form may be a part): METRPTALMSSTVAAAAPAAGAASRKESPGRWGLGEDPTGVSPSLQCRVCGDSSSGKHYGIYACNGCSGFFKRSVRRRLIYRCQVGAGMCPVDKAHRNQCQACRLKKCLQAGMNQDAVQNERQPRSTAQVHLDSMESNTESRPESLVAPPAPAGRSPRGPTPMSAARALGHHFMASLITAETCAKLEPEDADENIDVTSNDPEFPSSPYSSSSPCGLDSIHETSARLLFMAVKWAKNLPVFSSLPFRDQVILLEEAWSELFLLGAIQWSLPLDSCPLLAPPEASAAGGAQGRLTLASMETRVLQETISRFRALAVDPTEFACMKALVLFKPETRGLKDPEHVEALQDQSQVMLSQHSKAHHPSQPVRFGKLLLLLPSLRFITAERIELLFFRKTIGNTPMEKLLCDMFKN
# TRAIL sens C8: viability loss with TRAIL in NB7+C8 cells, primary screen, TRAIL sensitizer project, cell-based, ATPlite luminescence | inhibition (viability loss, TRAIL sensitization), % at 10 µM | hit rate 1% among 360,000 | AID 624354, 2012;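 active = compounds causing at least 50% loss of cell viability in the single-dose screen, relative to plate controls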
# TWEAK-Fn14 inh: inhibitors of TWEAK-Fn14 signaling, primary screen, luciferase reporter cells, uHTS | hit rate 2% among 360,000 | inhibition, % at 10 µM | TWEAK-stimulated Fn14 reporter cells, luciferase luminescence, 8 h; in the data active = inhibition above about 50%
# Peg3 prom inh: Peg3 promoter-driven luciferase inhibitors, primary screen, cell-based, HeLa, luciferase luminescence; HeLa PEG-Prom luciferase reporter, overnight; inhibition, % at 20 µM; hit rate 1.7% among 360,000; AID 588405, 2011;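 active = inhibition of at least 50% at 20 µM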
# TRPM1 prom inh: inhibitors of MITF-dependent TRPM1 promoter reporter, primary screen, cell-based, SK-MEL-5, single point, luciferase. hit rate 0.83% among 330,000. inhibition, % at 12.5 µM. SK-MEL-5 TRPM1 promoter luciferase, 24 h;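 active = mean inhibition across replicates of 60% or more, whatever share of single replicates reaches that level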; also: values of inactives mirror those of a sister screen read the other way
# HIF-2a inh: HIF-2a reporter inhibitors, primary screen, luminescence, 786-0 RCC cells; 786-0 RCC cells HIF-2a reporter, luciferase luminescence, overnight; inhibition, % at 18.8 µM; hit rate 0.72% among 360,000; AID 624352, 2012;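 active = inhibition of the luminescence signal of 40% or more relative to plate controls, in a single-dose primary screen at 18.75 µM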
# KKLEB tox: cytotoxicity in KKLEB CF airway cells, primary screen, cytotoxicity control for CF NF-kB inhibitor project, cell-based, uHTS, fluorescence assay plates; activity change (cytotoxicity), % at 5 µM; hit rate 0.36% among 360,000; KKLEB CF airway cells viability, ATPlite luminescence, overnight; active compounds read low; cells stimulated with P. aeruginosa culture filtrate;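 active = corrected activity change at or below -50% at 5 µM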
# NR2E3 ag-2: inhibitors of NR2E3-RetCOR corepressor binding, primary screen, NR2E3 agonist project, biochemical, TR-FRET, GST-NR2E3, biotin-RetCOR; 1536-well; Photoreceptor-specific nuclear receptor (Homo sapiens), Q9Y5X4; hit rate 0.12% among 320,000; inhibition of corepressor binding, % at 4.78 µM; AID 2300, 2010;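 active = percent inhibition above the cutoff of mean plus 3 SD of all tested compounds, set per screening campaign, cut at about 20% in these data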;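 also: 0% = DMSO wells and 100% = biotin wells as full block of FRET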
#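 Format: 1536-well format; test system: GST-NR2E3 and biotin-RetCOR proteins; read-out basis: percent inhibition of TR-FRET ratio; timing: 5 h incubation at 4 °C; detection: time-resolved FRET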
# TROY NFkB inh: inhibitors of TROY-driven NF-kB signaling, primary screen, Q293 LMP1-TROYcd cells, NF-kB luciferase, uHTS; AID 1347056, 2019; inhibition, % at 10 µM; Q293 LMP1-TROYcd NF-kB luciferase reporter, 4 h; hit rate 0.98% among 360,000;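 active = compounds whose plate-normalised and pattern-corrected inhibition of the luciferase reporter signal at the single screening dose is 50% or more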
# CF NFkB inh: inhibitors of PAF-induced NF-kB signaling, primary screen, cell-based, GFP fluorescence, uHTS | KKLEB NF-kB-GFP reporter, GFP fluorescence overnight | inhibition, % at 5 µM | hit rate 0.86% among 360,000 | AID 588850, 2011;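 active = at least 50% inhibition at 5 µM, scaled per plate between neutral and stimulator controls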;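 also: PAF is a Pseudomonas aeruginosa culture filtrate used as stimulus; plate controls were PAF-stimulated DMSO wells for no effect and unstimulated DMSO wells for full effect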
# Shn3 3UTR inh: reduction of Shn3 3'UTR firefly luciferase signal, primary screen, Schnurri-3 inhibitor project, cell-based, Clone20 osteoblasts, set 2. Clone20 osteoblast Shn3 3'UTR firefly luciferase, 24 h. inhibition, % at 12.5 µM. AID 588674, 2011. hit rate 0.52% among 360,000;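 active = mean inhibition of at least 75% with every replicate also reaching 75%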;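 also: 0% = median of neutral control wells and 100% = pilot-screen positive control compound; some compounds past the cut are filed as inactive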
# Numbers without * were called inactive; / = not tested or not shown.
compound	Shn3 3UTR inh	TWEAK-Fn14 inh	KKLEB tox	TRAIL sens C8	HIF-2a inh	NR2E3 ag-2	Peg3 prom inh	CF NFkB inh	TRPM1 prom inh	NR2E3 ag-1	TROY NFkB inh
CCC(CC)NC(=O)C1CC(=O)N(CCc2ccc(F)cc2)C1 (stereo unspecified)	-1.5	13.4	-2.0	-8.0	14.4	3.8	6.3	1.8	9.9	-15.5	-0.8
Cc1ccc(C(=O)c2c[nH]c(C(=O)NCCCN3CCOCC3)c2)cc1	9.7	4.7	8.4	3.8	6.1	5.2	5.8	-9.5	9.1	-9.3	8.0
O=C(COc1ccccc1Cl)NCCNC(=O)c1ccccn1	1.7	2.4	-27.9	-10.2	14.4	3.9	1.6	11.6	-1.5	-16.5	-3.1
Cc1nn(-c2ccc(F)cc2)c(Cl)c1C(=O)N(C)CC(=O)Nc1cccc(F)c1	36.0	1.6	-10.4	5.5	8.2	0.1	4.8	23.1	8.7	21.6	7.0
O=C(O)c1ccc(CSc2nnc(-c3ccccc3)n2-c2ccccc2)cc1	-3.0	-15.7	-2.5	7.4	21.3	-1.4	10.1	0.4	5.2	9.9	5.2
NC(=O)C(c1ccc(Cl)cc1Cl)c1ncc(C(F)(F)F)cc1Cl (stereo unspecified)	-31.3	9.8	0.7	-8.4	17.3	-0.3	14.3	14.4	3.8	1.0	2.5
Cc1ccc(/C=C/C(=O)Nc2ccccc2C(N)=O)cc1	-48.7	-33.7	-25.1	84.0*	-194.0	2.5	-289.4	-9.7	-14.9	-171.4	-36.9
COC(=O)C1=C(C)N(CCCC(=O)O)C(=O)NC1c1cccs1 (stereo unspecified)	13.1	0.8	-16.1	-0.4	8.3	-0.9	26.8	23.3	-1.8	12.5	-0.7
O=C(CSc1ccc2nnc(-c3ccccn3)n2n1)NCC1CCCO1 (stereo unspecified)	3.8	-5.7	9.2	8.0	4.3	-2.7	-6.6	-16.6	-0.6	-1.9	-13.9
COc1ccc(CCNC(=O)CSc2n[nH]c(N)n2)cc1OC	19.9	-0.4	-6.8	-4.2	6.0	0.1	6.8	10.3	9.2	10.7	20.9
CNC(=S)N1N=C(c2ccc(Br)cc2)CC1c1ccc(OC)cc1 (stereo unspecified)	5.1	-1.6	-5.3	15.4	-12.9	-1.9	5.2	4.5	-4.2	-20.7	1.4
COc1ccc(S(=O)(=O)N2CCCCC2)cc1NC(=O)c1cncc(Br)c1	-7.8	7.0	-15.3	-4.2	-12.3	1.9	15.2	7.1	12.1	-18.5	6.6
Nc1ccc(NC(=O)CCN2CCOCC2)cc1	9.5	0.3	4.1	-1.6	11.4	/	3.7	-9.0	7.8	2.2	-7.9
CCCCN(Cc1ccccc1)S(=O)(=O)c1c(N)n(C)c(=O)n(C)c1=O	-2.4	5.6	-10.0	4.3	9.3	-4.8	-5.7	-6.6	10.6	-15.8	10.7
Cc1ccc(NC(=O)COc2cccc(Oc3ccccc3)c2)cc1S(=O)(=O)N1CCOCC1	26.5	43.5	-0.8	14.8	12.4	-3.0	16.3	-37.6	4.6	-12.0	37.0
COc1ccccc1C(=O)Oc1ccc(N2C(=O)CCC2=O)cc1	9.0	-9.9	1.8	18.6	12.8	3.1	0.7	2.0	2.5	-14.9	-6.5
CCN(CC(=O)NCc1cccs1)C(=O)CCC(=O)c1ccc(C)cc1	3.5	8.0	8.7	5.7	-9.0	-2.7	-17.9	-2.5	0.2	-41.1	-16.8
CN(C)CCNC(=O)NC1CCCCC1	6.9	4.3	5.3	-9.3	7.1	2.9	-0.7	-11.8	11.4	5.5	5.3
CCOC(=O)c1sc(NC(=O)CSc2nc(C)cc(C)n2)c(C#N)c1C	7.8	0.4	-3.3	-2.2	17.3	-1.6	-0.3	-21.6	4.1	19.4	22.9
c1ccc(-c2cc3ccccc3[nH]2)cc1	-61.1	-27.5	-93.7*	11.3	-268.9	-2.0	-250.7	12.5	-91.8	-80.5	-52.3

# Continued, overlapping the part above by 2 compounds.
compound	Shn3 3UTR inh	TWEAK-Fn14 inh	KKLEB tox	TRAIL sens C8	HIF-2a inh	NR2E3 ag-2	Peg3 prom inh	CF NFkB inh	TRPM1 prom inh	NR2E3 ag-1	TROY NFkB inh
CCOC(=O)c1sc(NC(=O)CSc2nc(C)cc(C)n2)c(C#N)c1C	7.8	0.4	-3.3	-2.2	17.3	-1.6	-0.3	-21.6	4.1	19.4	22.9
c1ccc(-c2cc3ccccc3[nH]2)cc1	-61.1	-27.5	-93.7*	11.3	-268.9	-2.0	-250.7	12.5	-91.8	-80.5	-52.3
COc1cc(CNCc2cccc(OC)c2OC)cc(OC)c1	9.1	4.3	5.2	1.5	17.7	1.3	2.3	-8.8	6.8	-5.6	2.5
Cc1cccc(OCCC(=O)NNC(=O)c2ccoc2C)c1	2.6	16.5	8.5	3.3	-0.9	1.3	18.4	-32.7	-6.4	9.7	-2.9
CCOC(=O)C1CCN(C(=O)c2ccc(Cl)c(S(=O)(=O)N3CCCC3)c2)CC1	-18.2	-11.1	19.5	-4.5	-13.2	0.1	-19.1	-29.4	-4.4	-10.2	-17.0
CCOC(=O)N1CCC(NC(=O)c2cc3cc4cc(OC)ccc4nc3o2)CC1	11.2	6.6	7.3	15.1	-20.7	-0.1	-7.7	-16.4	2.3	-10.5	-6.1
CCOC1=CC(=O)OC(c2ccccc2)C1 (stereo unspecified)	9.4	13.5	-2.7	4.0	5.9	/	-9.0	-4.6	-14.0	-14.5	-4.6
COc1ccc(/C=C/CN2CCCC(C(=O)c3ccc(OC)c(F)c3)C2)cc1 (stereo unspecified)	6.6	-21.7	-13.1	4.1	15.8	-1.2	7.6	14.5	0.1	7.5	-1.4
COc1ccc(/C=C/C(=O)NC(=S)NCc2ccccc2)cc1OC	10.7	-16.7	-27.3	-12.7	-2.3	0.4	11.0	31.5	7.2	6.9	-20.2
O=C(C1=C[C@@H](c2ccc(C(F)(F)F)cc2)C[C@@H](OCCCCO)O1)N1CCN(Cc2ccc3c(c2)OCO3)CC1	-4.0	-10.9	-1.1	1.4	21.3	3.2	24.4	3.5	-24.4	-4.6	6.8
COC(=O)[C@@]1(Sc2ccc(C)cc2)CC(=O)N(c2ccc(Cl)cc2)[C@@H]1c1ccccc1	/	22.9	/	25.7	-12.3	/	/	/	/	0.3	2.0
CC(NC(=S)Nc1cccc(F)c1)C(c1cccs1)N1CCOCC1 (stereo unspecified)	-4.8	4.7	17.3	-8.3	18.5	-2.6	16.7	-17.4	1.4	-7.5	11.7
COc1ccc(C(C[N+](=O)[O-])c2c(C)[nH]n(-c3ccccc3)c2=O)cc1 (stereo unspecified)	29.6	7.8	12.5	-18.2	10.5	9.8	9.6	-7.7	16.9	-48.1	19.7
Cc1cc(/C=C2\SC(=S)N(C)C2=O)c(C)n1-c1ccccc1O	-13.0	96.5*	-8.3	-6.0	-272.4	1.9	-79.6	9.0	-3.5	-5.9	60.7*
CCn1c(SCC(=O)N2CCN(c3ccc(Cl)cc3)CC2)nc2ccccc2c1=O	6.7	19.5	1.6	17.4	21.6	0.6	-0.2	5.6	12.6	7.4	-0.6
CCc1cc2cc(C)cc(C)c2nc1Cl	-5.5	8.5	4.7	-8.0	13.6	-2.2	12.6	14.4	-26.3	5.4	12.0
CCOc1ccc(NC(=O)CC2C(=O)NCCN2C(=O)c2ccc(Cl)cc2)cc1 (stereo unspecified)	13.8	-9.4	-6.5	-9.4	20.5	-0.8	12.6	1.1	7.1	-14.5	4.2
CCOc1ccc(/C(O)=C2\C(=O)C(=O)N(CCOCCO)C2c2ccccc2OC)cc1 (stereo unspecified)	-4.7	5.5	-4.7	-9.2	8.2	3.8	19.0	-4.5	-14.2	-22.2	-1.7
CCCC(=O)Nc1ccc(S(=O)(=O)N2CCC(c3nc4ccccc4[nH]3)CC2)cc1	1.2	-39.0	16.8	4.2	10.0	1.9	17.3	-32.7	6.6	-35.9	-11.7
COc1ccccc1-c1noc(CCCC(=O)Nc2ccc(C(N)=O)cc2)n1	/	-1.9	1.8	-14.2	18.6	1.7	10.0	-1.0	/	-14.0	0.8
Cc1ccc(N/N=C/C=C/c2ccco2)cc1	-129.1	17.7	-3.2	5.5	-337.1	3.1	-373.7	3.3	-102.2	-11.0	-22.0
Cc1ccc(C23CC4CC(CC(NC(=O)NCCN(C)C)(C4)C2)C3)cc1	-6.2	13.8	-7.3	-1.1	4.6	-3.7	34.3	11.0	19.6	6.1	12.0
CC1CN(CC(=O)Nc2ccc([N+](=O)[O-])cc2Br)CC(C)O1 (stereo unspecified)	5.0	-15.2	-9.2	10.2	9.5	-0.7	23.8	-2.4	4.8	-9.1	-1.6
Oc1cc2c(cc1CN1CCN(c3ncccn3)CC1)OCO2	6.0	21.7	-2.3	3.6	6.0	1.0	1.4	0.1	-1.8	10.7	3.9
O=C(c1ccc(Cl)cc1)C1CCN(C(=O)c2ccccc2F)CC1	2.8	5.2	-6.4	-22.0	11.9	/	0.2	7.4	-2.9	-9.4	-8.9
Cc1ccccc1-c1noc(C2CCCCC2)n1	-20.1	-9.6	-0.9	-1.3	-33.4	-1.2	-56.5	-20.4	-47.3	-6.1	-7.3
S=c1[nH]nc(CSCCOc2ccccc2)o1	-0.3	-3.4	3.3	-4.8	11.0	1.4	12.3	-8.7	-1.4	-2.5	4.2
Cc1ccccc1CNC(=O)Cn1cnc(S(=O)(=O)N2CCCC2)c1	-2.7	4.7	4.2	-4.3	4.7	-2.5	-12.6	0.7	-6.4	-14.3	-1.5
CC(C)n1nc(C(=O)Nc2nc3ccccc3[nH]2)c2ccccc2c1=O	23.7	0.8	3.2	-1.5	-33.7	-0.6	2.0	-21.9	-2.0	-20.2	-28.1
COC(=O)Nc1ccc(S(=O)(=O)N2CCC(C(=O)N3CCCCC3C)CC2)cc1 (stereo unspecified)	-8.9	-2.1	1.1	-2.3	17.5	1.8	8.8	20.4	10.1	16.6	-11.3
CCn1cc(CNCc2cn(C)nc2-c2ccc(C3CCCCC3)cc2)cn1	-4.3	-32.4	7.7	7.7	2.2	/	67.7*	-5.0	3.5	-0.5	2.4
COc1cc(N2C(=O)CC3(CCCC3)CC2=O)cc(OC)c1OC	-0.1	15.3	4.5	2.8	13.7	2.3	-0.9	1.6	13.7	-6.3	14.5

# Screens as filed in PubChem BioAssay.

# Not all compounds are listed; count on the stated rates, not on these rows.
